Bioassay records as filed in PubChem BioAssay.
ADAM10 inh: inhibits human ADAM10. inhibition, % at 7 µM. recombinant ADAM10, EDANS/DABCYL FRET peptide cleavage, 3 h. 0.62% of 370,000 active;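 active = inhibition above a per-campaign cutoff equal to the mean of compounds falling between control-based bounds plus 3 SD, cut at about 20% in these data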;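 also: 0% = DMSO wells while the 100% control is not disclosed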
Target sequence (O14672 214-748 limits assumed): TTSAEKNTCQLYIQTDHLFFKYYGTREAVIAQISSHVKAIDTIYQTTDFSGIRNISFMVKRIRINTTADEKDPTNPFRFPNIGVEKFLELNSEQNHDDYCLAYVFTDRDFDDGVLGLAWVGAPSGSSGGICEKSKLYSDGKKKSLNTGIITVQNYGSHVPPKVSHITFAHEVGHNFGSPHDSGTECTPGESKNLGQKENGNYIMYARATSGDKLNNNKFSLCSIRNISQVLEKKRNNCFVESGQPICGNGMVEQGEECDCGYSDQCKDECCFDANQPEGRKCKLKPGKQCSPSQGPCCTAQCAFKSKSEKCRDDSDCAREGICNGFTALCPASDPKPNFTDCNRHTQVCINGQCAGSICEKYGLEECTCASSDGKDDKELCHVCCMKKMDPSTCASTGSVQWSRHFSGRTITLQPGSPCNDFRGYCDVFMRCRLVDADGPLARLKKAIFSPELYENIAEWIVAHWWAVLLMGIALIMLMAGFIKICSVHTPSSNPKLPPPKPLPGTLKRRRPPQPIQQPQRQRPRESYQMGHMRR
ADAM17 inh: inhibitors of human ADAM17 | recombinant ADAM17, EDANS/DABCYL FRET peptide cleavage | inhibition, % at 6.95 µM | 0.83% of 370,000 active | AID 720648;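 active = inhibition above the mean of compounds lying between control limits plus 3 SD, set per campaign, cut at about 8.5% in these data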;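 also: 0% = DMSO-only wells as the low control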
ARFGAP1 inh: inhibitors of rat ARFGAP1 | Q62848 | Arfgap1-stimulated ARF1 GTP hydrolysis, GDP FP detection | inhibition, % at 16.5 µM | 0.26% of 360,000 active | AID 651572;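 active = inhibition above a per-plate limit, mean inhibition of low control wells plus 3 SD, cut at about 25% in these data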;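 also: 0% = DMSO wells with enzyme and 100% = wells lacking Arfgap1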
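Assay system: purified rat His6-Arfgap1 residues 1-136 (GAP domain); Reagent: human Δ17 ARF1 bound to GTP; Dosing: 16.5 µM single point, 1.26% DMSO; Times: GTP hydrolysis reaction 2 h at 25 °C; Signal: FP, GDP Alexa 633 tracer displaced from anti-GDP antibody, 620/688 nm; Measure: % inhibition from polarization.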
SIAE primary: blocks human sialic acid acetylesterase; Q9HAT2; SIAE FP-Rh probe binding, fluorescence polarization; inhibition, % at 9.66 µM; 0.69% of 370,000 active; AID 1053197;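 active = inhibition above a cutoff: mean of compounds within the control limits plus 3 SD of those, cut at about 17% in these data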;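 also: 0% = plate median of compound wells and 100% = probe without SIAE protein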
DDE Tn7 FP inh: DD(E)-Tn7 binding inhibition, primary FP screen. FP displacement of FITC-Tn7 peptide from fibrin DD(E); 0% = median of compound wells per plate. inhibition, % at 8.3 µM. 0.13% of 370,000 active. P02675;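 active = inhibition above the mean of compounds falling within the control limits plus 3 SD of them, cut at about 14% in these data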;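 also: 0% = plate median of compound wells and 100% = 10 µM Aha-Tn7 peptide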
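Assay system: human fibrin DD(E) protein / Input: 2 µM fibrin DD(E) / Benchmarks: high control of 10 µM Aha-Tn7 peptide / Measured by: fluorescence polarization of the labelled Tn7 tracer / Medium: Tris buffer with calcium and detergent, pH 7.8 / Timing: 10 min compound pre-incubation, 3 h probe incubation at room temperature / Repeats: one replicate per compound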
PLCb3 inh: PLC-beta3 (human) inhibition, primary screen. AID 720704. inhibition, % at 12.2 µM. Purified PLC-beta3, fluorogenic substrate, fluorescence. Q01970. 0.18% of 370,000 active; in the data active = inhibition above about 11%;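 also: 0% = median of compound wells on plate and 100% = full blocker control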
Tn6 DDE FP: inhibitors of Tn6 peptide binding to human fibrin DD(E) | 0.21% of 370,000 active | AID 720509 | Fibrin DD(E) TRITC-Tn6 fluorescence polarization displacement | inhibition, % at 8.3 µM | P02675;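 active = inhibition above a per-campaign cutoff: mean of compounds within control limits plus 3 SD, cut at about 15% in these data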;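 also: 0% = median of all compound wells on the plate and 100% = blocking peptide control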
ASAP1 GAP inh: blocks human ASAP1-stimulated Arf1 GTP hydrolysis; AID 624377; 0.19% of 360,000 active; Q9ULH1; inhibition, % at 16.5 µM; GDP FP detection; in the data active = inhibition above about 25%;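 also: 0% = vehicle with enzyme and substrate and 100% = no enzyme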
Target sequence (Q9ULH1 325-724 limits assumed): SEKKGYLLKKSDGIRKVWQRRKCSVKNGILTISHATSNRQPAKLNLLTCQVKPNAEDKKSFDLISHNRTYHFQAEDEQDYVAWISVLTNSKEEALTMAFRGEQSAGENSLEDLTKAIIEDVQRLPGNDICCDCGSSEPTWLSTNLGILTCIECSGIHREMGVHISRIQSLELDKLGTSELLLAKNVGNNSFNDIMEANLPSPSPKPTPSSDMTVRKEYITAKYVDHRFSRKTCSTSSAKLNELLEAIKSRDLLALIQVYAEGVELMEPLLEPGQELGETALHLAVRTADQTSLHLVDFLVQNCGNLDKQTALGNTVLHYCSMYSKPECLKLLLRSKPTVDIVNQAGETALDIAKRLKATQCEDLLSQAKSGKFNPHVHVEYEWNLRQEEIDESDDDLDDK
PLC-gamma1 inh: inhibitors of human phospholipase C gamma1; P19174; purified PLC-gamma1, fluorogenic substrate, fluorescence; inhibition, % at 12.2 µM; 0.84% of 370,000 active; AID 720700; in the data active = inhibition above about 9.5%
TDP2 inh: blocks human TDP2 phosphodiesterase activity. O95551. 0.34% of 370,000 active. inhibition, % at 12.8 µM. AID 720702. recombinant TDP2, T5PNP hydrolysis, p-nitrophenol absorbance 415 nm;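 active = inhibition above the mean of all tested compounds plus 3 SD, set per campaign, cut at about 25% in these data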;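 also: 0% = DMSO with enzyme and 100% = buffer with substrate but no TDP2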
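Read-out basis: percent inhibition. System: recombinant human TDP2. Buffer or medium: Mg2+-containing Tris-HCl buffer, pH 7.5. Repeats: single replicate. Timing: reaction 2 h, 37 °C. Benchmarks: high control without enzyme, low control DMSO plus TDP2. Probe or stimulus: 5 mM T5PNP. Doses: 12.8 µM only. Measured by: epi absorbance of p-nitrophenol freed from T5PNP by hydrolysis.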
Numbers without * were called inactive. Hits appear at their usual frequency (roughly 3.6% active in at least one column).

item	ADAM10 inh	ADAM17 inh	ARFGAP1 inh	SIAE primary	DDE Tn7 FP inh	PLCb3 inh	Tn6 DDE FP	ASAP1 GAP inh	PLC-gamma1 inh	TDP2 inh	structure
1	-2	2	6	7	-9	3	-17	-5	2	10	O=C(NCCCO)C(=O)NCc1ccncc1
2	-3	-2	2	-2	4	-3	10	-10	0	5	O=C(CN(C(=O)c1csnn1)c1ccccc1)NCCc1ccccc1
3	4	-3	-2	-5	1	-1	1	-6	1	2	Cc1ccc(S(=O)(=O)/N=C(/Nc2ccc(F)cc2F)c2ccc(F)cc2)cc1
4	-2	4	15	-8	7	-2	10	0	-1	-15	COC(=O)c1ccc2nc(NC(=O)CCS(=O)(=O)c3ccccc3)sc2c1
5	7	8	-4	-7	-7	5	9	-3	-3	-8	O=C(Nc1nnc(N2CCCCCC2)s1)c1cc(-c2ccc(Br)cc2)on1
6	-12	-8	-2	0	-2	-3	0	-10	-2	-7	CCOC(=O)c1nn(-c2ccccc2)c(=O)cc1SC1CCCCC1
7	7	1	-7	5	-5	-1	4	7	4	-1	CCn1c(CC(=O)Nc2ccc(F)cc2)nnc1SCC(=O)NC1=NCCS1
8	2	0	15	4	3	-4	7	6	0	-6	C=C(C)C(=O)Nc1nnc(-c2ccccc2C)s1
9	-52	-20	-1	5	1	-15	2	-2	-16	5	O=C(NC(NC(=S)Nc1ccccc1C(=O)O)C(Cl)(Cl)Cl)c1ccco1 (stereo not drawn)
10	-62	-19	3	4	0	-52	0	2	-37	0	O=C(Cc1c(O)c2ccccc2[nH]c1=O)NC1CCCCCCC1
11	-17	-12	2	-6	3	-2	-3	1	-4	-5	CC(C)(C)Cc1c(-c2ccc(C#N)cc2)nc2c(Cl)cc(C(F)(F)F)cn12
12	0	-5	2	-2	5	1	2	-15	-2	-2	COC(=O)[C@H](Cc1ccccc1)NC(=O)NCc1ccc(C)cc1
13	19	5	1	-7	-3	1	-7	13	2	-17	CCc1ccc(CN(C)C(=O)c2cc(COc3cc(C)c(Cl)c(C)c3)on2)nc1
14	-17	-11	9	-4	6	-2	2	-7	-2	6	O=C1c2cccc3cccc(c23)C(=O)N1CCN1CCN(C(=S)Nc2ccccc2)CC1
15	-2	-5	10	-3	-2	-7	-10	9	-1	2	O=C(NCCN1CCOCC1)c1ccc(NC(=O)c2ccc(Br)o2)cc1
16	-9	0	1	1	-10	-10	-5	10	2	-5	OC1CCCN(CC(O)COc2ccc(-c3ccccc3)cc2)C1 (stereo not drawn)
17	-9	-5	-4	5	0	-15	5	6	-8	13	COc1ccc(CN2CCNC(=O)C2CC(=O)NCCN2CCCCC2=O)c(F)c1 (stereo not drawn)
18	-2	0	-5	4	-7	4	8	1	1	-2	Cc1ncc([N+](=O)[O-])n1Cc1cccc2ccccc12
19	-5	-2	2	2	-1	-1	1	-6	-1	0	Cc1nc2ccccn2c1C(=O)NN=C1CCCC1
20	4	1	-7	-18	-4	2	2	-8	9	-14	Cc1cccc(C(=O)NC(=S)Nc2ccc(S(=O)(=O)N(C)c3ccccc3)cc2)c1
21	12	-1	-5	-7	-1	3	0	4	0	-2	CCOCCCNc1ncnc2c1nc1n2CCCC1
22	-4	-4	-1	0	2	1	5	4	2	-12	CCOCCCNC(=O)C(NC(=O)c1ccc2c(c1)OCO2)c1ccc(Cl)cc1 (stereo not drawn)
23	2	1	-8	0	0	6	7	5	4	2	Cc1cc(=O)[nH]c(SCc2cc(=O)n3nc(C)sc3n2)n1
24	3	-3	1	-1	8	1	5	-21	-1	-2	Cc1cc(C)n(C(C)n2nc(C)cc2C)n1
25	-5	-3	12	-1	2	2	7	-2	0	6	CC(=O)c1cccc(-c2ccnc3c2CC(C(=O)NCCC(F)(F)F)O3)c1 (stereo not drawn)
26	-1	-1	1	-4	-4	2	0	-6	0	2	Cc1noc(C)c1C(=O)Nc1ccc(F)cc1
27	1	1	-3	0	2	-1	-8	-8	2	-9	O=C(CN1CCN(C(=O)c2c(F)cccc2F)CC1)Nc1ccccc1C(F)(F)F
28	-4	-1	4	1	-4	-1	4	4	0	7	Cc1nc2ccccc2c(=O)n1-c1ccc(NS(=O)(=O)c2ccc(F)cc2F)cc1
29	-135	-64	-5	-1	0	-22	-6	-8	-10	-21	Cc1ccc(OCCNC(=O)c2ccccc2O)cc1
30	-12	-5	-6	6	-5	-2	-5	-5	0	-2	CN(C)CCNC(=O)c1cccc2c(-c3ccc(F)c(F)c3)coc12
31	-4	-5	-9	8	1	-4	5	-7	0	-4	COc1cccc(CNC(=O)CCS(=O)(=O)c2ccc3c(c2)oc(=O)n3C)c1
32	-3	-4	-1	-2	7	-1	-7	3	4	3	Cc1ncc(CO)c2cc(C(=O)Nc3ccccc3Cl)c(=Nc3cccc(C(N)=O)c3)oc12
33	0	-4	0	-6	7	-6	0	11	1	8	CN1CC(=O)N(CC(=O)Nc2cc(Cl)cc(Cl)c2)C1=O
34	3	1	2	3	-8	4	5	7	4	-1	Cc1cc(C)c(S(=O)(=O)c2c(C)cccc2C)c(Cl)n1
35	-2	0	2	3	-8	11*	-5	4	5	-6	O=C(NCc1ccco1)c1ccc(CNc2c(N3CCCCC3)c(=O)c2=O)cc1
36	4	-1	-2	-19	-8	-4	5	-10	-3	-5	Cc1cccc(NC(=O)CN(C)S(=O)(=O)c2ccc(-c3ccc(=O)[nH]n3)s2)c1C
37	-2	-2	-11	8	-3	0	-1	-6	1	2	COC(=O)C(C(=O)OC)C(C)C(C(=O)OC)C(=O)OC
38	10	2	8	7	1	-9	0	-6	1	4	NC(=NCCc1ccc(Cl)cc1)NS(=O)(=O)c1ccc(F)cc1
39	-4	-3	1	-6	0	4	2	-1	0	3	O=C(O)CCCCCCCCCCC1CCC(O)C1O (stereo not drawn)
40	5	4	7	2	-2	-6	1	-5	4	-1	COc1ccccc1C(=O)Nc1nnc(CCc2ccccc2)s1

Whole records from above.
`O=C(O)CCCCCCCCCCC1CCC(O)C1O` (stereo not drawn) is listed as ADAM10 inh = -4; ADAM17 inh = -3; ARFGAP1 inh = 1; SIAE primary = -6; DDE Tn7 FP inh = 0; PLCb3 inh = 4; Tn6 DDE FP = 2; ASAP1 GAP inh = -1; PLC-gamma1 inh = 0; TDP2 inh = 3
`COC(=O)C(C(=O)OC)C(C)C(C(=O)OC)C(=O)OC` is listed as ADAM10 inh = -2; ADAM17 inh = -2; ARFGAP1 inh = -11; SIAE primary = 8; DDE Tn7 FP inh = -3; PLCb3 inh = 0; Tn6 DDE FP = -1; ASAP1 GAP inh = -6; PLC-gamma1 inh = 1; TDP2 inh = 2

Continuation:
item	ADAM10 inh	ADAM17 inh	ARFGAP1 inh	SIAE primary	DDE Tn7 FP inh	PLCb3 inh	Tn6 DDE FP	ASAP1 GAP inh	PLC-gamma1 inh	TDP2 inh	structure
41	16	7	4	-1	10	-3	0	-5	1	1	COc1cc(CNn2cn[nH]c2=S)cc(Br)c1OCc1ccccc1F
42	2	-3	-7	5	7	-15	-1	7	-3	13	COc1ccc(/C=N/NC(=O)c2cccnc2)cc1CN1CCOCC1
43	-5	-5	4	0	-3	-2	4	-4	2	-14	CC1CCN(C(=O)c2ccc(CS(=O)(=O)Cc3ccccc3)cc2)CC1
44	-6	-4	8	5	-2	1	3	-7	1	5	COC(=O)C[C@@H]1CC[C@@H](NS(=O)(=O)c2cccc(OC)c2)[C@@H](CO)O1
45	-2	-2	1	1	2	-56	4	-3	1	3	CC1(C)CC(N2CCN(c3ccccc3)CC2)=CC(=[N+]2CCCC2)C1
46	-4	1	10	0	6	-5	1	-10	-2	-2	COc1cccc(/C=C2\SC(=S)N(CCCC(=O)N3CCOCC3)C2=O)c1
47	-1	-2	-10	4	3	-2	8	3	-2	-5	O=C(NCCCN1CCCC1=O)c1cc(S(=O)(=O)N2CCN(c3ccccc3)CC2)ccc1Cl
48	-17	2	16	-3	1	-5	-6	4	7	-3	O=C(OCC(=O)N1CCN(c2ccccc2)CC1)c1cccs1
49	-18	0	1	-7	-2	0	-9	-3	4	-2	CCCCN(C1CCS(=O)(=O)C1)S(=O)(=O)c1ccc(OC)c(OC)c1 (stereo not drawn)
50	-4	-2	0	4	5	3	-8	-2	1	4	CCCc1[nH]n(-c2nc3ccccc3s2)c(=O)c1C=NCCN1CCOCC1
51	11	0	7	2	3	3	1	-2	-5	-7	O=C(CN1CCN(Cc2ccccc2)C1=O)NCc1ccc(Cl)cc1
52	-2	-4	15	3	-7	-4	-5	10	-6	8	O=C1CN(C(=O)COC(=O)C2CC(=O)N(Cc3ccco3)C2)c2ccccc2N1 (stereo not drawn)
53	0	-6	-6	0	4	-2	5	-11	0	8	Cc1ccc(S(=O)(=O)N2CC=C(C(=O)NC3CC3)CC2)cc1
54	2	0	4	-11	6	-1	7	5	-2	-5	COCCCNC(=O)c1ccc(NC(C)=O)cc1
55	-8	-1	2	6	0	1	0	11	1	10	Cc1cccc(C)c1NC(=O)CN1CCN(c2ccc(C(F)(F)F)cn2)CC1
56	14	0	9	-13	-1	0	-1	16	-1	8	Cn1cnnc1SCC(=O)Nc1ccc2nc(SCc3ccccc3)sc2c1
57	-53	-18	-6	-7	9	-25	5	7	-17	3	CCCNC(=O)NC(=O)COC(=O)c1oc2ccc(OCC)cc2c1C
